DNMT1 inh: human DNMT1 methyltransferase inhibitors, primary screen, biochemical, molecular beacon, fluorescence, HinP1I cleavage, uHTS. DNA (cytosine-5)-methyltransferase 1 (Homo sapiens), P26358. inhibition (reported as % activation of signal), % at 10 µM. hit rate 0.83% among 360,000. AID 588458, 2011; in the data active = inhibition above about 50%
SUMO1-SIM PPI: modulators of SUMO1 protein-protein interactions, primary screen, biochemical, uHTS | SUMO1 binding to a labelled peptide, TR-FRET, 1 h | hit rate 0.33% among 360,000 | Small ubiquitin-related modifier 1 (Homo sapiens), P63165 | inhibition, % at 20 µM; in the data active = inhibition above about 37%
Target sequence (P63165 whole entry, looked up): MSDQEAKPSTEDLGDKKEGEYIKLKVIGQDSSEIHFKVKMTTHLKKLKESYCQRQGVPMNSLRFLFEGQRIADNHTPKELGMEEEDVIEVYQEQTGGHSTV
TbMetRS inhib: T. brucei MetRS inhibitors, primary screen, biochemical, luminescence; inhibition, % at 11.9 µM; AID 624268, 2012; methionyl-tRNA synthetase (Trypanosoma brucei brucei); hit rate 0.4% among 360,000; purified T. brucei MetRS, ATP depletion, Kinase-Glo luminescence;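 active = inhibition above a per-plate cutoff of the control wells' mean inhibition plus 3 SD, cut at about 5.5% in these data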;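 also: 0% = DMSO wells median and 100% = median of wells with control inhibitor compound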
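Dosing: 11.9 µM compound single dose, 0.9% DMSO; Assay system: purified T. brucei MetRS enzyme; Measured by: Kinase-Glo luciferase luminescence reporting remaining unconsumed ATP; Schedule: 15 min plus 2 h at 25 °C.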
Neddyl block: inhibitors of cullin neddylation, primary screen, biochemical, TR-FRET, uHTS, NAE and Ubc12 | calls only at 25 µM | hit rate 0.58% among 360,000 | AID 651699, 2012; in the data active = inhibition above about 36%
Target sequence (P61081 whole entry, looked up): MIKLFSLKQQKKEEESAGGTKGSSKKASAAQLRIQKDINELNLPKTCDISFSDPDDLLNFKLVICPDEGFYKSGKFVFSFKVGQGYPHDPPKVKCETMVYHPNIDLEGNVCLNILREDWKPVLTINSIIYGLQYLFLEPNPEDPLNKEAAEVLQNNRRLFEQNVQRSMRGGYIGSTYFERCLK
Target sequence (Q13564 whole entry, looked up): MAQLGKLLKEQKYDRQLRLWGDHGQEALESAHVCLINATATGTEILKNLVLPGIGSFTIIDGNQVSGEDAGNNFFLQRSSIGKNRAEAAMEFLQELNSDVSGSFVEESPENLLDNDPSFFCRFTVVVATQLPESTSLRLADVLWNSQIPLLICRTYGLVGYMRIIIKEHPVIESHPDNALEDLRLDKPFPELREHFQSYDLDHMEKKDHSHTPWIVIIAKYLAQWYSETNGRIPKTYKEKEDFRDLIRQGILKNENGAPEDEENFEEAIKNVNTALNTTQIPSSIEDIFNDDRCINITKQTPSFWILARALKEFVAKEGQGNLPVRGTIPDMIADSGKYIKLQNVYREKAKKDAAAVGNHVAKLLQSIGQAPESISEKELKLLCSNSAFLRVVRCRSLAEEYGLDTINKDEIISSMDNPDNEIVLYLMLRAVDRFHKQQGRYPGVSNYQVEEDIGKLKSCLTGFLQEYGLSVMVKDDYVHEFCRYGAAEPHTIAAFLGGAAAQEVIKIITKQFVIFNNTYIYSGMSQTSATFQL
CendR NRP1 mod: modulators of CendR peptide binding to NRP-1, primary screen, biochemical, fluorescence polarization, uHTS. inhibition, % at 25 µM. FAM-RPARPAR peptide binding to NRP-1. hit rate 0.85% among 360,000. Neuropilin-1 (Homo sapiens), O14786. AID 602438, 2012;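 active = inhibition or corrected inhibition above about 18%, plus a signal ratio from 0.5 to 1.5, limit read from the data, passing the limit was not always enough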; also: strong numbers were not always called active
LMPTP inh: LMPTP phosphatase inhibitors, primary screen, biochemical, fluorescence intensity, uHTS; recombinant LMPTP-A, OMFP fluorogenic substrate; inhibition, % at 20 µM; hit rate 0.22% among 360,000;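 active = compounds that cut the enzyme signal by at least half of the control window in the single-dose screen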;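 also: plate controls were DMSO wells with enzyme plus substrate for no effect and substrate without enzyme for full effect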
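material = LMPTP-A | quantity = 0.625 nM enzyme | reagent = OMFP substrate, 400 µM final | buffer or medium = Bis-Tris pH 6.0, DTT, detergent | detection = endpoint fluorescence intensity from OMFP dephosphorylation | dosing = single 20 µM dose | read-out basis = % inhibition relative to no-enzyme and uninhibited control wells | control set = no-enzyme and uninhibited controls | timing = 50 min at room temperature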
SKN-1 block: suppressors of acrylamide-induced Pgst-4::GFP reporter in worms, primary screen, SKN-1 inhibitor project, whole organism, uHTS, GFP/RFP fluorescence ratio, strain VP596; inhibition, % at 21.8 µM; AID 624304, 2012; hit rate 0.49% among 360,000; C. elegans VP596 Pgst-4::GFP/RFP ratio, 24 h;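 active = interference check ratio from 0.5 to 1.5 plus GFP to RFP signal ratio inhibition reaching or exceeding a fixed threshold, cut at about 30% in these data, passing the limit was not always enough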; also: some compounds called inactive have numbers as strong as hits
NadD block: inhibitors of S. aureus NadD, primary screen, biochemical, colorimetric, uHTS. purified NadD enzyme, colorimetric absorbance read-out. hit rate 0.78% among 360,000. inhibition, % at 20 µM; in the data active = inhibition above about 26%; also: some compounds past the cut are filed as inactive
STEP inh: STEP phosphatase inhibitors, primary screen, biochemical, fluorescence intensity, uHTS; inhibition, % at 20 µM; hit rate 0.25% among 360,000; recombinant STEP, OMFP fluorogenic substrate; Tyrosine-protein phosphatase non-receptor type 5 (Homo sapiens), P54829;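 active = inhibition at 20 µM, scaled per plate between control wells, above about 37%, limit read from the data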;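 also: 0% = DMSO with enzyme and substrate and 100% = substrate only without enzyme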
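Assay system: isolated STEP enzyme / Timing: 20 min at room temperature, dark / Doses: 20 µM, 1% DMSO / Technique: fluorescence intensity, excitation 480 nm, emission 540 nm / Reagent: fluorogenic phosphatase substrate OMFP at 25 µM final / Measure: percent inhibition scaled to no-enzyme and uninhibited-enzyme controls, plate-pattern corrected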
Scp1 inh: Scp-1 phosphatase inhibitors, primary screen, biochemical, colorimetric, uHTS; Recombinant Scp1, phosphopeptide, malachite green phosphate absorbance; hit rate 0.88% among 340,000; Carboxy-terminal domain RNA polymerase II polypeptide A small phosphatase 1 (Homo …; inhibition, % at 20 µM;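 active = inhibition above about 50% at 20 µM, limit read from the data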;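 also: plate controls were DMSO wells with enzyme for no effect and wells lacking enzyme for full effect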
Target sequence (Q9GZU7 76-261 limits assumed): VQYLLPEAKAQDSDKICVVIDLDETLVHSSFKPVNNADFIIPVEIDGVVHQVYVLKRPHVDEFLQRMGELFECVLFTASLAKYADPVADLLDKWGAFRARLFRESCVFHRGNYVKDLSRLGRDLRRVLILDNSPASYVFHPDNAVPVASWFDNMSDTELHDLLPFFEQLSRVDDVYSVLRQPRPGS
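Test system: SCP-1 catalytic domain; Buffer or medium: Acidic Tris acetate buffer with magnesium and detergent; Also added: Phosphorylated 17-residue peptide substrate; Compound: single 20 µM dose, 1% DMSO; Schedule: enzyme reaction 45 min at room temperature, colour 5 min, stabilisation 30 min; Signal: Phosphate-binding colour reagent, absorbance read at 630 nm.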
* = called active by the depositor; i = inactive; . = not tested or not shown.

TbMetRS inhib	STEP inh	SKN-1 block	LMPTP inh	Neddyl block	SUMO1-SIM PPI	DNMT1 inh	NadD block	CendR NRP1 mod	Scp1 inh	smiles
-0.1	0	-1	-0.6	i	-3	12	-9	-4	.	CC(=O)c1ccc(OC2(C)CCN(Cc3ccc(OC(F)(F)F)cc3)C2)cc1 (stereo unspecified)
-0.5	-1	4	-0.2	i	2	2	-2	8	-3	O=C(CCC(=O)Nc1nnc(C2CCCCC2)s1)NCc1ccccc1
-0.5	-6	4	1.3	i	4	-1	7	2	-2	COc1ccc(OCCn2cc(/C(N)=N/O)c3ccccc32)cc1
-0.4	-1	3	-0.6	i	3	1	3	-1	-5	Cc1cc(Cl)ccc1NC(=O)CN1C(=O)C(=O)N(C2CCCC2)C1=O
0.1	0	-17	-0.9	i	0	5	2	-1	-2	CC1CCCCN1S(=O)(=O)c1csc(C(N)=O)c1 (stereo unspecified)
-1.2	2	-5	2.3	i	-7	0	4	-7	-4	CC(/C=N\NC(=O)CN1CCN(Cc2ccccc2)CC1)=C\c1ccco1
-0.8	-1	2	-2.7	i	0	-1	-2	-5	-4	CCOC(=O)CSc1n[nH]c(NC(C)=O)n1
-0.1	-2	-3	-1.2	i	2	-17	-2	6	.	O=C(Nc1c(-c2ccc3c(c2)OCO3)[nH][nH]c1=O)c1cnccn1
0.8	-7	10	1.0	i	0	-27	14	-164	-7	COc1ccc(N=Cc2cc3c(cc2O)OC(N)=C(C#N)C3c2ccccc2)cc1 (stereo unspecified)
-0.5	-3	1	-0.6	i	1	0	3	-6	-2	COC(CNC(=O)c1cccc(-n2c(=S)[nH]c3cc(Cl)ccc3c2=O)c1)OC
-0.3	1	20	0.9	i	4	-5	2	10	-1	COc1ccc(/C=N/NC(=O)CCSc2nc3ccccc3s2)cc1
-0.1	-2	-1	-0.7	i	-1	-1	-5	-5	-9	CCOC(=O)c1c(C)n(C)c2cc(CN(C)C)c(O)c(S(=O)(=O)c3ccccc3)c12
0.1	0	11	-2.4	.	3	-3	-3	7	-2	CC1(C)OC2OC(C(=O)N/N=C/c3cc(Br)ccc3O)C3OC(C)(C)OC3C2O1 (stereo unspecified)
-0.2	-2	-15	0.5	i	2	8	-1	-3	-10	COc1cc(C(=O)OCc2cc(=O)oc3c(C)c(C)ccc23)ccc1OC(F)F
-1.3	-1	-7	1.0	i	-14	0	0	-5	-9	Cc1cc2cc3c(N)[nH]nc3nc2cc1C
-0.5	-3	-4	0.3	i	0	6	-6	-10	-5	O=c1ccc(S(=O)(=O)N2CCCC2)c[nH]1
-0.2	0	7	-1.0	i	2	-3	1	-1	-5	O=C(OCC(=O)c1ccc[nH]1)c1ccc(C(F)(F)F)cc1
-0.4	0	20	15	i	-14	0	-1	4	-5	Cc1nn(CC(=O)NCCN2CCCCCC2)c(=O)c2nn(-c3ccccc3)c(C)c12
0.3	4	4	-0.4	.	-3	2	-3	-13	9	CC(=O)Nc1ccc(-c2cc(C(=O)O)c3ccccc3n2)cc1
0.4	2	33	1.6	i	-15	-3	-1	10	0	c1ccc(-c2cc3cc4c(cc3cn2)OCO4)cc1
0.1	2	-6	-0.5	i	4	-2	-5	5	-8	CCN(CC(=O)Nc1cccc(OC)c1)CC(=O)Nc1ccc(C)cc1Cl
0.3	7	4	0.3	i	0	2	-4	-3	-10	COCc1ccc(C(=O)NC(C)c2cnn(-c3ccccc3C)c2C)o1 (stereo unspecified)
-1.4	-4	-7	0.5	i	-2	2	1	27*	7	COCc1cc(=O)[nH]c(/N=C(\N)Nc2ccc(C)cc2C)n1
-0.2	-1	5	-0.6	i	-19	0	1	0	-7	O=C(NCCN1CCOCC1)c1sc2cc(Cl)ccc2c1Cl

Three of the compounds above, bar-delimited.
molecule | TbMetRS inhib | STEP inh | SKN-1 block | LMPTP inh | Neddyl block | SUMO1-SIM PPI | DNMT1 inh | NadD block | CendR NRP1 mod | Scp1 inh
COCc1ccc(C(=O)NC(C)c2cnn(-c3ccccc3C)c2C)o1 (stereo unspecified) | 0.3 | 7 | 4 | 0.3 | i | 0 | 2 | -4 | -3 | -10
COCc1cc(=O)[nH]c(/N=C(\N)Nc2ccc(C)cc2C)n1 | -1.4 | -4 | -7 | 0.5 | i | -2 | 2 | 1 | 27* | 7
O=C(NCCN1CCOCC1)c1sc2cc(Cl)ccc2c1Cl | -0.2 | -1 | 5 | -0.6 | i | -19 | 0 | 1 | 0 | -7

Carrying on.
TbMetRS inhib	STEP inh	SKN-1 block	LMPTP inh	Neddyl block	SUMO1-SIM PPI	DNMT1 inh	NadD block	CendR NRP1 mod	Scp1 inh	smiles
0.1	-3	11	-0.7	i	6	-4	0	0	7	O=C1CN(S(=O)(=O)c2ccccc2)CCN1
-1.0	0	-8	0.1	i	0	2	-3	-3	1	Cc1ccc(NC(=O)Cc2nnc(SCC(=O)Nc3ccc(N4CCOCC4)cc3)n2C)cc1
-0.1	0	26	1.2	.	-10	0	-3	-4	-2	O=C(Nc1cccc(-c2cn3cccnc3n2)c1)c1ccco1
0.3	1	7	1.0	i	-14	-6	-1	-4	-8	Cc1cc(C)c(C#N)c(SCc2ccccc2[N+](=O)[O-])n1
-0.1	-4	3	-0.1	i	4	4	-4	-3	-4	CCOC(=O)CC(NC(=O)Cc1ccccc1)c1ccccc1Cl (stereo unspecified)
1.1	2	-17	0.0	i	4	-1	-4	9	1	CC(C)Cc1ccc(S(=O)(=O)Nc2cccnc2)cc1
-1.3	0	-6	-1.0	i	3	1	-1	-2	-1	O=C(O)c1cccc(CSc2nnc(-c3cccnc3)o2)c1
-0.5	4	-15	-1.2	i	7	-1	-7	20	0	COc1ccc(OCCNC(=O)C(Cc2c[nH]c3ccccc23)NC(C)=O)cc1 (stereo unspecified)
0.0	-4	2	1.8	i	1	-13	21	2	2	Cc1nn(-c2ccccc2)c(C)c1/C=N/NC(=O)CSc1nnc(SCc2cccc3ccccc23)s1
-0.1	1	22	1.0	i	2	-6	-3	2	-2	O=C(Nc1cccnc1Cl)c1cccnc1Cl
-0.5	-2	32	-0.5	i	-1	-3	-7	-16	-5	CC(C)Oc1cccc(C(=O)NC(=S)NCc2cccnc2)c1
0.1	2	2	-2.1	i	0	0	4	0	-7	CCNC(=S)NNC(=O)Cn1nc(C)cc1C
0.3	-1	-7	1.1	i	5	0	-5	7	2	CCCc1nnc(NC(=O)CCC(=O)N2CCC(Cc3ccccc3)CC2)s1
-0.7	-1	-13	1.7	i	-4	-7	0	5	-4	O=C(Nc1cccnc1)c1ccc(CN2CCc3ccccc3C2)cc1
-0.2	-1	-2	0.2	i	-6	-3	-5	-5	.	COc1cccc(C(C)(O)c2nc(-c3cccs3)cs2)c1 (stereo unspecified)
-0.5	0	6	3.9	i	3	-15	4	-3	1	CCOC(=O)c1c(NC(=O)CSc2nnc(N)s2)sc(C)c1-c1ccc(C)cc1

Next section; the last four above are carried over.
TbMetRS inhib	STEP inh	SKN-1 block	LMPTP inh	Neddyl block	SUMO1-SIM PPI	DNMT1 inh	NadD block	CendR NRP1 mod	Scp1 inh	smiles
0.3	-1	-7	1.1	i	5	0	-5	7	2	CCCc1nnc(NC(=O)CCC(=O)N2CCC(Cc3ccccc3)CC2)s1
-0.7	-1	-13	1.7	i	-4	-7	0	5	-4	O=C(Nc1cccnc1)c1ccc(CN2CCc3ccccc3C2)cc1
-0.2	-1	-2	0.2	i	-6	-3	-5	-5	.	COc1cccc(C(C)(O)c2nc(-c3cccs3)cs2)c1 (stereo unspecified)
-0.5	0	6	3.9	i	3	-15	4	-3	1	CCOC(=O)c1c(NC(=O)CSc2nnc(N)s2)sc(C)c1-c1ccc(C)cc1
-1.3	0	19	-0.8	i	-18	0	-5	8	-9	CCOC(=O)Nc1ccc(OC)c([N+](=O)[O-])c1
-0.1	-2	5	-0.6	i	2	2	-1	4	-8	CCCOc1cccc(-c2nnc(N)s2)c1
-0.3	-3	5	-0.2	i	-1	-1	-3	-8	-1	CC(C)(C)NC(=O)CN1CCC(NC(=O)C23CC4CC(CC(C4)C2)C3)CC1
0.4	2	17	2.0	i	-2	0	-2	9	-6	CSc1c(CC(=O)Nc2ccccc2C(F)(F)F)n(Cc2ccccc2)c2ccccc12
-0.1	4	3	-1.3	i	3	2	0	-2	-9	O=c1cc(N2CCOCC2)[nH]c(=O)n1Cc1ccc(F)cc1
-1.1	-2	-15	-2.0	i	-4	-2	-6	18	9	Cc1cccc(CN2CCN(Cc3ccc(-n4cccn4)cc3)CC2CCO)n1 (stereo unspecified)
-0.7	-2	-1	0.2	i	-1	-2	-1	10	4	CCC(=O)c1c[nH]c(C(=O)N2CCN(c3ccccc3)CC2)c1
-1.2	1	-8	3.3	i	-19	2	-11	5	-12	CCCCCCCNC(=O)c1ccc(N2CCC3(CC2)OCCO3)c([N+](=O)[O-])c1

Taken from the listing for reference:
TbMetRS inhib	STEP inh	SKN-1 block	LMPTP inh	Neddyl block	SUMO1-SIM PPI	DNMT1 inh	NadD block	CendR NRP1 mod	Scp1 inh	smiles
-0.1	4	3	-1.3	i	3	2	0	-2	-9	O=c1cc(N2CCOCC2)[nH]c(=O)n1Cc1ccc(F)cc1
-1.1	-2	-15	-2.0	i	-4	-2	-6	18	9	Cc1cccc(CN2CCN(Cc3ccc(-n4cccn4)cc3)CC2CCO)n1 (stereo unspecified)
-0.7	-2	-1	0.2	i	-1	-2	-1	10	4	CCC(=O)c1c[nH]c(C(=O)N2CCN(c3ccccc3)CC2)c1
-1.2	1	-8	3.3	i	-19	2	-11	5	-12	CCCCCCCNC(=O)c1ccc(N2CCC3(CC2)OCCO3)c([N+](=O)[O-])c1

(next part)
TbMetRS inhib	STEP inh	SKN-1 block	LMPTP inh	Neddyl block	SUMO1-SIM PPI	DNMT1 inh	NadD block	CendR NRP1 mod	Scp1 inh	smiles
0.2	0	39*	-1.7	i	-12	-2	-2	-1	-10	c1ccc2sc(-c3ccncc3)nc2c1
-0.2	0	8	-0.4	i	0	2	1	18	-10	COc1ccc(S(=O)(=O)N2CCN(C(=S)NCC3CCCO3)CC2)cc1OC (stereo unspecified)
0.2	-1	9	2.9	i	-2	-6	33*	-67	4	O=C(/C=C/c1ccc2ccccc2n1)c1cc(Cl)ccc1O
0.3	-2	-4	-2.4	i	0	20	-5	-1	-6	OCCNC(=S)Nc1ccc(Cl)c(Cl)c1
